# High-throughput results from PubChem BioAssay.
# A340 absorber: compound light absorbance at 340 nm, profiling panel, artefact control, biochemical, MLSMR library, data from PS, PMK, MK assays; compound absorbance at 340 nm, fold over control; fold change at 10 µM; 65,000 tested, under 10 active;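 active = at 10 µM dose, initial 340 nm absorbance at least 2 fold that of control wells; inactive = change under 2 fold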;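 note: initial absorbance extrapolated from kinetic A340 decline of NADH oxidation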
# NADH enzymes: inhibitors of PK/LDH coupling enzymes, profiling panel, artefact control, biochemical, MLSMR library; coupled PK/LDH NADH assays, four targets; IC50, µM (top dose mostly 10 µM), for inactives: top-dose inhibition; 65,000 tested, 0.02% active;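 active = single-dose screening hits from any of four coupled enzyme assays that gave an IC50 when retested across doses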;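 note: the DPM-DC format reads NADH fluorescence rather than 340 nm absorbance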
# Ecoli tolC: growth inhibitors of E. coli tolC mutant, primary screen, strain BW25113 ΔtolC::kan, 384-well. AID 573, 2007. growth inhibition, % at 10 µM (by protocol). 65,000 tested, 2.2% active. OD615;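 active = growth inhibition at or above a cutoff equal to the mean over every tested compound plus 3 SD, cut at about 60% in these data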;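 note: growth measured after 20 h incubation at 37 °C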
#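 signal = optical density read at 615 nm | test system = E. coli ΔtolC::kan strain BW25113 | timing = 20 h compound exposure of bacteria at 37 °C | buffer or medium = LB medium plus 50 µg/mL kanamycin | compound dosing = 10 µM final, single dose | evaluation = % inhibition of E. coli growth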
# MMP-13 inhibitor: human MMP13 inhibitors, primary screen, biochemical, FRET peptide cleavage | Collagenase 3 (Homo sapiens), P45452 | MMP-13 fTHP FRET cleavage, Mca fluorescence | inhibition, % at 4 µM | 65,000 tested, 0.07% active | AID 570, 2006;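 active = inhibition above the mean of compound-free control plate wells plus 3 SD, cut at about 14% in these data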;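 note: 0% = DMSO wells and 100% = wells with reference MMP-13 inhibitor after basal subtraction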
# Autofluor 339: intrinsic fluorescence of library compounds, ex339/em460 – biochemical, MLSMR library, data from DPM-DC assay, artefact control, profiling panel; compound autofluorescence, ex339/em460 nm, NADH buffer; stronger effect = higher value; 1 = no-compound wells, NADH background; fluorescence fold increase at 10 µM; 65,000 tested, 5.5% active;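 active = at 10 µM, mean starting fluorescence two-fold or more over control wells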;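 note: signal is the first read of a kinetic run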
# PKA kinase inh: inhibitors of human PKA kinase activity, primary screen, biochemical, ATP-depletion luminescence, Kemptide substrate; PKA Kemptide phosphorylation, Kinase-Glo ATP luminescence; AID 524, 2006; cAMP-dependent protein kinase catalytic subunit alpha (Homo sapiens), P17612; inhibition, % at 6 µM; 65,000 tested, 0.1% active;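 active = inhibition above the screen-wide mean inhibition plus 3 SD, cut at about 21% in these data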; note: many of its hits are not listed in these tables
# HEK293 NFkB inh: inhibitors of PMA/ionomycin-induced NF-kB reporter, primary screen, antigen receptor NF-kB inhibitor project, cell-based, HEK-293 luciferase reporter, luminescence; HEK-293 NF-kB luciferase reporter; inhibition, % at 3 µM; 62,000 tested, 0.21% active; AID 465, 2006;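 active = inhibition above the mean of all tested compounds plus 3 SD, cut at about 40% in these data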;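 note: 0% = stimulated DMSO wells and 100% = 10 µM reference inhibitor 5653914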
#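 System: NF-kB luciferase reporter HEK-293 cells | Replication: Single test | Control set: DMSO vs reference inhibitor | Evaluation: % inhibition | Schedule: 1 h pretreatment, 16 h stimulation, 37 °C | Probe or stimulus: PMA with ionomycin | Compound dosing: One dose, 3 µM | Detection: Luciferase luminescence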
# ROCK2 inh: inhibitors of human ROCK2 kinase, primary screen, biochemical, high-throughput, luminescence | inhibition, % at 6 µM | purified ROCK2, Kinase-Glo ATP depletion luminescence | Rho-associated protein kinase 2 (Homo sapiens), O75116 | 60,000 tested, 0.35% active;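 active = inhibition above the screen-wide mean inhibition plus 3 SD, cut at about 18% in these data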;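 note: plate controls were DMSO wells for no effect and Y-27632 control wells after no-enzyme background subtraction for full effect; many of its hits are not listed in these tables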
# JNK3 blocker: JNK3 kinase activity inhibitors, primary screen, biochemical, human, purified enzyme; Mitogen-activated protein kinase 10 (Homo sapiens), P53779; HTS; inhibition, % at 8 µM; 60,000 tested, 0.61% active; AID 746, 2007; in the data active = inhibition above about 17%;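 note: 0% = DMSO and 100% = reference inhibitor; many of its hits are not listed in these tables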
# Target sequence (P53779 whole entry, looked up): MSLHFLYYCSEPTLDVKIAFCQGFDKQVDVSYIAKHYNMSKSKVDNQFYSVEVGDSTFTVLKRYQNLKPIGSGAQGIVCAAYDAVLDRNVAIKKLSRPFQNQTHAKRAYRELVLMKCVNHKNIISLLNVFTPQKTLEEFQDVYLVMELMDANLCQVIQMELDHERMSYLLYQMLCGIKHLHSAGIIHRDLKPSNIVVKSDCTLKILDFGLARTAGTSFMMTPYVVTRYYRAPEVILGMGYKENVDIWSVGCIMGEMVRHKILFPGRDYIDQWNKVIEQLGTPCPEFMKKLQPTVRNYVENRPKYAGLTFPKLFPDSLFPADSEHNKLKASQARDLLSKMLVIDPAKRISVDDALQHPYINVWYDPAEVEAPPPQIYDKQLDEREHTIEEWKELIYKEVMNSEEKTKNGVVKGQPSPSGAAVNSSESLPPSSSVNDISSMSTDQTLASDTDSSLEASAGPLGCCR
# Starred values were filed as active, the others as inactive; · = no result given; [ ] = another dose, or the depositor's remark.
Structure	A340 absorber	NADH enzymes	Ecoli tolC	MMP-13 inhibitor	Autofluor 339	PKA kinase inh	HEK293 NFkB inh	ROCK2 inh	JNK3 blocker
Cc1ccc(N2CC(C(=O)N3CCN(C(=O)c4ccco4)CC3)CC2=O)cc1 (stereo unspecified)	0.96	3%	-13	0	1	10	7	6	-2
COc1cc(NC(=O)C2CCCN2C(=O)C2CCC(C)CC2)cc(OC)c1OC (stereo unspecified)	1.1	3%	6	0	1.1	5	7	-5	9
Cc1c(C(=O)O)c(-c2ccccc2)nn1-c1ccccc1	0.99	3%	-5	2	1	-4	14	1	1
Cc1ccc(CNc2ccc(O)cc2)cc1	0.98	3%	6	3	1.1	-8	1	1	-11
CCCCOc1ccc(-c2ncc(C(=O)O)c(C)n2)cc1	1	6%	28	1	1.1	4	-11	3	2
CC(CC(=O)O)CC(=O)Nc1ccccc1C(=O)O (stereo unspecified)	1.1	4%	-9	-3	1.1	8	10	3	-3
CCn1c(Cc2ccc(OC)cc2)nnc1SCC(=O)NC1CCCCC1	1	4%	-4	2	1.1	-2	7	-1	0
O=C(CSc1nccn1-c1cccc(Cl)c1)Nc1ccc2c(c1)OCCO2	1	3%	45	0	1.1	2	6	6	-2
O=C(O)c1cc(S(=O)(=O)Nc2ccc3c(c2)OCCO3)c(Cl)cc1Cl	1	0%	-16	-8	1.1	3	15	4	-8
CCOCCOC(=O)C1=C(C)N(C)C(=O)NC1c1ccccc1Cl (stereo unspecified)	1	5%	-10	2	1.1	9	1	5	-5
Cc1ccc(Cl)cc1N(CC(=O)N1CCCCCC1)S(C)(=O)=O	1	5%	12	5	1.1	6	7	·	·
CC(C)(C)C(=O)Nc1ncc(C(F)(F)F)cc1Cl	1	6%	-5	2	1.1	-2	4	0	4
CCCN(CCO)Cc1cccc(Br)c1	1	6%	-20	2	1.1	10	8	7	5
CCOC(=O)c1c(-c2ccc(C)o2)csc1NC(=O)CN1CCN(CC)CC1	1	3%	-7	-4	1	7	8	7	7
CCN(Cc1cc2cc(C)ccc2[nH]c1=O)S(=O)(=O)c1ccccc1	1.1	9%	13	-9	1.5	-4	9	-1	-7
CC(C)CCN(C(=O)CNC(=O)c1ccco1)C(C(=O)NC1CCCCC1)c1ccco1 (stereo unspecified)	0.99	7%	15	-4	1.1	-2	6	3	-1
CCN(CC)CCN1C(=O)C(=O)/C(=C(/O)c2c(C)[nH]c(C(=O)OC)c2C)C1c1ccccc1 (stereo unspecified)	1.1	2%	13	4	1.1	6	·	14	0
O=C(OCC(=O)N1CCN(c2ccccc2)CC1)c1ccco1	1	8%	-2	-2	1.1	4	6	1	3
CCC12CN(C(=O)c3ccc(OC)cc3)CC(CC)(CN(C(=O)c3ccc(OC)cc3)C1)C2=O	1	3%	6	4	1.1	7	-5	1	-3
C/C(=N\O)C(C)(C)NC(=O)Nc1ccc(Cl)cc1	1.1	2%	9	0	1.1	1	19	-4	2

# (further entries)
Structure	A340 absorber	NADH enzymes	Ecoli tolC	MMP-13 inhibitor	Autofluor 339	PKA kinase inh	HEK293 NFkB inh	ROCK2 inh	JNK3 blocker
Cn1c(=O)cc(SCC(=O)N2CCCC2)c2cc(Cl)ccc21	1.1	7%	5	-2	1.4	9	10	8	-8
Cc1ccc(-c2nsc3c(N4CCN(C(=O)c5ccco5)CC4)ncnc23)cc1	1.1	5%	6	2	1.3	9	13	0	3
Cc1nc2cc(S(=O)(=O)C(F)(F)F)ccc2s1	1.1	3%	5	-4	1.1	8	13	4	2
CC(=O)Nc1cccc(NC(=O)CSc2nnc(Cc3cccn3C)n2-c2ccc(C)cc2)c1	1	12%	18	0	1.8	10	12	6	0
CCSCc1nnc(SCC(=O)Nc2nc3ccccc3s2)n1C	1	7%	-9	5	1.1	10	14	6	-4
Cn1c(=O)[nH]c(=O)c2c1nc(CN1CCN(c3cccc(Cl)c3)CC1)n2CCN1CCOCC1	1	2%	-2	2	1.1	12	7	5	-5
O=C(NCCc1ccc(Cl)cc1)c1cnc2n(c1=O)CCS2	1	2%	4	0	1	5	-13	-2	1
CC(C)(C)NC(=O)CSc1nncn1NCc1ccccc1	0.98	5%	-9	4	1	13	15	7	-8
COc1ccc(OC)c(C2C(C(C)=O)=C(O)C(=O)N2c2ccc(O)cc2)c1 (stereo unspecified)	1.1	2%	-1	4	1.1	2	25	-4	-6
CCN1CC=C2C(C#N)=C(N)C(C#N)(C#N)C(CCc3ccccc3)C2C1 (stereo unspecified)	1.1	7%[fluoresces]	4	-61[fluorescence artefact?]	5.1*	3	10	-2	-7
Cn1c(NCCO)nc2c(c1=O)C1(CCCCC1)Cc1ccccc1-2	1.1	0%[fluoresces]	37	-181[fluorescence artefact?]	2.2*	3	6	4	-1
COC(=O)CN(c1ccc(OC)cc1)S(=O)(=O)c1c(C)noc1C	0.99	4%	-18	2	1.1	3	8	2	-3
O=C(c1ccc2c(c1)OCO2)N1CCN(c2ccccc2)CC1	1	4%	0	-2	1.1	1	9	9	3
Cc1cccc(N2CCN(c3nnnn3-c3ccccc3)CC2C)c1 (stereo unspecified)	1	2%	5	-1	1.1	6	0	·	·
O=C(NCC1CCCO1)c1ccc(C(=O)NCC2CCCO2)cc1 (stereo unspecified)	0.98	2%	-10	2	1	7	-6	8	-1
CCn1cc(Br)c(C(=O)Nc2ccc(F)c(Cl)c2)n1	1	7%	20	5	1.1	9	-11	7	2
CCCCOC(=O)Nc1cc(C(=O)OC)ccc1C(=O)OC	1.1	11%	67*	-18	1.6	1	21	2	1
CN(C)C(CNC(=O)C1CCCN(C(=O)c2ccc(Cl)cc2)C1)c1ccco1 (stereo unspecified)	1	3%	-6	2	1.2	12	21	-6	2
CCOc1ccc(C(=O)N2CCCC2C(=O)O)cc1 (stereo unspecified)	1	6%	-13	6	1.1	16	14	5	5
Cn1cc(C(=O)NCCN2CCN(c3ccccc3F)CC2)c2c3ccccc3n(C)c2c1=O	1.1	11%	16	-10	3.5*	7	5	6	-3

# Further records:
Structure	A340 absorber	NADH enzymes	Ecoli tolC	MMP-13 inhibitor	Autofluor 339	PKA kinase inh	HEK293 NFkB inh	ROCK2 inh	JNK3 blocker
CC(=O)Nc1ccc2c(c1)nc(CCNC(=O)c1ccccc1)n2C	0.99	3%	-32	0	1	-3	1	2	5
CCOC(=O)c1sc(NC(C)=O)c(C(=O)OCC)c1C	1	6%	3	4	1.1	1	4	3	-1
O=C(Nc1cccc(C(F)(F)F)c1)C1CCCN(S(=O)(=O)c2cnc[nH]2)C1 (stereo unspecified)	0.99	6%	-4	0	1	6	-7	5	1
O=C(Nc1ncc(Cc2ccccc2)s1)c1cccs1	1	3%	38	8	1.1	10	-53	-2	6
CC(=O)c1c(C)n([O-])c2cc(C)ccc2[n+]1=O	1	6%	91*	-13	1.1	3	1	2	-6
CCOC(=O)c1[nH]c(C)c(C(=O)NCC2CCCO2)c1C (stereo unspecified)	0.99	3%	-2	-1	1.1	15	0	5	3
Cc1cc(C)n(-c2nc3c(c(=O)[nH]c(=O)n3C)n2C(C)C)n1	0.98	6%	-14	4	1.1	10	14	3	-5
COc1ccc2cc(CCNC(=O)C3CCCC3)c(=O)[nH]c2c1	1.1	0%	-4	-5	1.2	-2	19	0	2
CCOC(=O)c1ccc(N2C(=O)C3CC=CCC3C2=O)cc1 (stereo unspecified)	0.98	1%	-4	2	1	0	13	3	-5
O=C(NCc1ccco1)c1cc2sccc2n1Cc1ccccc1	1	2%	77*	-7	1	5	9	4	2
CN(C)C(=O)CSc1cccc2cccnc12	1	7%[fluoresces]	-10	-53	3.9*	5	7	9	1
Cn1c(SCC2CCCO2)nnc1-c1ccncc1 (stereo unspecified)	1	6%	-13	6	1.1	-4	9	-7	-11
O=C(NCCCN1CCOCC1)c1ccc(CS(=O)(=O)c2cccc(C(F)(F)F)c2)o1	0.98	4%	-15	-1	1	7	6	3	0
COc1ccc2nc3oc(C(=O)NC4CCN(Cc5ccccc5)CC4)cc3cc2c1	1	15%[fluoresces]	32	-39	3.4*	9	15	6	-8
c1ccc(-n2c(Sc3cnccn3)nnc2-c2cccs2)cc1	0.99	2%	2	-2	1.1	4	14	3	-7
CCc1nc2nc(C)cc(Nc3cccc(C(F)(F)F)c3)n2n1	1	6%	-6	4	1.1	13	-3	1	-1
COc1ccccc1NC(=O)Cn1nnc(-c2ccccc2NC(=O)c2cccs2)n1	1	12%	15	-5	1.5	6	13	5	-2
COc1ccc(-c2nc3c(=O)n(C)c(=O)[nH]c3n2CCc2ccccc2)cc1	1	5%[fluoresces]	-4	-348[fluorescence artefact?]	3.9*	-3	9	-9	-9
COc1ccc(-c2nn(C)c(=O)c3ccccc23)cc1CNS(C)(=O)=O	1.1	1%	0	-6	1.2	10	10	10	6
NC(=O)CSC1=Nc2ccccc2C2=NC(CC(=O)NCc3cccs3)C(=O)N12 (stereo unspecified)	1	12%	-12	-4	1.1	5	19	4	6

# Pulled by compound from above, 2 records:
Structure	A340 absorber	NADH enzymes	Ecoli tolC	MMP-13 inhibitor	Autofluor 339	PKA kinase inh	HEK293 NFkB inh	ROCK2 inh	JNK3 blocker
Cn1c(SCC2CCCO2)nnc1-c1ccncc1 (stereo unspecified)	1	6%	-13	6	1.1	-4	9	-7	-11
CCOC(=O)c1sc(NC(C)=O)c(C(=O)OCC)c1C	1	6%	3	4	1.1	1	4	3	-1

# Remaining list, next part
Structure	A340 absorber	NADH enzymes	Ecoli tolC	MMP-13 inhibitor	Autofluor 339	PKA kinase inh	HEK293 NFkB inh	ROCK2 inh	JNK3 blocker
N#CN=C(N)c1ccccc1	1	6%	-10	-4	1	6	11	3	-3
Cc1ccc(C(C)C)cc1S(=O)(=O)NCc1cccnc1	1	3%	12	-2	1.1	-2	6	-5	0
Cc1nnc(SCC(=O)Nc2cccc(C(F)(F)F)c2)n1Cc1ccco1	1	5%	0	-1	1	10	9	2	-2
Cc1cc(NC(=O)C(C)C)ncc1NC(=O)CCc1ccccc1	0.99	5%	3	0	1.1	4	0	-6	5
CCn1cc(C(=O)O)c(=O)c2cc(OC)ccc21	1.1	10%	97*	-3	1.7	4	19	3	-4
Cn1nnc2cc(C(=O)NCc3ccco3)ccc21	1.1	4%	-8	2	1.1	3	4	1	0
COC(=O)c1ccccc1NC(=O)c1c(O)c2c([nH]c1=O)CCCC2	1	7%	-19	6	1.1	5	14	·	·
Cn1c(SCC(=O)N2CCN(c3ccccc3)CC2)nnc1-c1c[nH]c2ccccc12	1.1	1%	14	2	1.1	5	11	6	-4
CC(C)Oc1ccc(C2CNC(=O)C2)cc1 (stereo unspecified)	1	3%	1	1	1	4	10	0	8
COC(=O)c1ccc(NS(=O)(=O)c2cc(C)ccc2OC)cc1	1	6%	-13	1	1.1	10	16	4	-1
COc1ccc(-n2cnnc2SCc2cnc(-c3ccccc3)s2)cc1	0.97	6%	16	-2	1.1	-3	11	5	-1

# An excerpt, so the mix of outcomes need not match the whole.
